GPR55 LPI antagonism = inhibition of LPI-stimulated GPR55 beta-arrestin translocation – imaging, U2OS, beta-arrestin-GFP, LPI agonist, primary screen (AID 2013); actives 0.13% (n = 290,000); inhibition, % at 10 µM; hits with a dose series show IC50 in µM; U2OS GPR55 beta-arrestin-GFP translocation imaging, LPI antagonism; higher % means a stronger effect;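 active = spots per cell inhibited over 60%, with over 100 cells counted and total cytoplasm intensity under 500,000; inconclusive = wells with under 100 cells, flagged as likely toxic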;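 also: U2OS cells stably carrying GPR55 and arrestin-GFP stimulated by 5 µM LPI near EC80; imaged beta-arrestin-GFP aggregate spots per cell after agonist stimulation; plate controls were LPI-stimulated DMSO wells for no effect and DMSO wells without LPI for full effect; some results filed as inactive read as strong as hits; confirmed hits need IC50 under 10 µM and bright autofluorescent wells are also inconclusive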
Rac1 GTP hydrolysis = MgcRacGAP GTPase-activating activity inhibitors, confirmation, biochemical, ADP Hunter fluorescence | inhibition, % at 30 µM; hits with a dose series show IC50 in µM | AID 624330 | MgcRacGAP-stimulated Rac1 GTP hydrolysis, ADP Hunter fluorescence; higher % means a stronger effect; GST-tagged Rac1 F28L mutant substrate | actives 0.6% (n = 340,000);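 active = first-screen hits whose inhibition reached a set limit at any dose in the follow-up dose series; inconclusive = inhibition above the set first-screen limit but never retested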;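 also: fluorescence reports GDP produced by GAP-driven GTP hydrolysis; strong numbers were not always called active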
NTR1 agonist = NTR1-driven beta-arrestin-GFP spot formation – imaging, U2OS cells, high content, primary screen (AID 493036) | P30989 | agonist mode | activation, % at 20 µM | actives 0.17% (n = 330,000);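 active = activation at or above 40% of the spot to cytoplasm intensity ratio, with at least 20 cells analyzed; inconclusive = wells under 20 cells, flagged as cytotoxic or low count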;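 also: 0% = DMSO without peptide and 100% = 100 nM NTR1 peptide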
Target sequence (P30989 whole entry, looked up): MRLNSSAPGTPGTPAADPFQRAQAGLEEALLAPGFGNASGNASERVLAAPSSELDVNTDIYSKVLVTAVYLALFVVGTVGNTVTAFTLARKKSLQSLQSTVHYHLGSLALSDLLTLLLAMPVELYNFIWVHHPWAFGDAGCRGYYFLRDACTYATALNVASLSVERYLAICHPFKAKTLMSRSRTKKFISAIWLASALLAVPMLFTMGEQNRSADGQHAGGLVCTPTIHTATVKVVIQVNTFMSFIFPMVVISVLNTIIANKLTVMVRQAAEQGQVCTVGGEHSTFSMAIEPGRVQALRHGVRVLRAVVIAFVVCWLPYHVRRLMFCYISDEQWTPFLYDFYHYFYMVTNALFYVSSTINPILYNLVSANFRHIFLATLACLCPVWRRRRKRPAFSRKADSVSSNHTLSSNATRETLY
Dengue-2 NS5 capping = Dengue-2 NS5 methyltransferase inhibitors, primary screen, biochemical, confirmation dose response (AID 588689) | actives 0.3% (n = 340,000) | one-dose inhibition, % at 25 µM; IC50 in µM for titrated hits | Dengue-2 NS5 methyltransferase capping enzyme assay, biochemical; higher % means a stronger effect; in the data active = a potency from the dose series; inconclusive = inhibition above about 29% without an active follow-up result
Large T inhibition = TAg ATPase/helicase activity blockers – biochemical (AID 1903); one-dose inhibition, % at 20 µM; IC50 in µM for titrated hits; actives 0.39% (n = 310,000); SV40 large T antigen ATPase/helicase inhibition assay; higher % means a stronger effect; in the data active = a potency from the dose series; inconclusive = inhibition mostly from about 32% at the one dose, without a potency; inactive = the rest, 99 in 100 with inhibition below about 32%; also: strong numbers were not always called active
Yfh1-off respiration = enhancers of respiration in Yfh1-depleted yeast, dose response, Friedreich's ataxia, plus single-dose screen (AID 1465); actives 0.074% (n = 220,000); one-dose fold induction at 50 µM; EC50 in µM for titrated hits; S. cerevisiae Yfh1-off respiration, WST-1 reduction, 72 h; higher fold induction means a stronger effect;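 active = fold induction of absorbance versus untreated yeast above a set limit, then at least 30% activation at any dose in follow-up; inconclusive = repeats straddling the limit, or above it without dose testing; inactive = fold induction below the set limit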;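 also: activators that raise dye reduction in frataxin-depleted yeast; strong numbers were not always called active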
AID2073 = inhibitors of Mint1-CaV2.2 protein interaction, biochemical, HTRF (AID 2073); HTRF protein-protein interaction, Mint1-CaV2.2; higher % means a stronger effect; one-dose inhibition, % at 20 µM; IC50 in µM for titrated hits; actives 0.19% (n = 290,000); in the data active = inhibition mostly above about 51%, no sharp cut-off; inconclusive = no clear call, values can overlap the other calls; inactive = mostly below about 53%; also: some results filed as inactive read as strong as hits
GPR35 arrestin U2OS = inhibition of zaprinast-stimulated GPR35 beta-arrestin translocation – imaging, U2OS, beta-arrestin-GFP, zaprinast agonist, primary screen (AID 2058) | U2OS GPR35 beta-arrestin-GFP translocation imaging, zaprinast antagonism; higher % means a stronger effect | one-dose inhibition, % at 10 µM; IC50 in µM for titrated hits | actives 0.052% (n = 290,000);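 active = inhibition of at least 50% with at least 30 cells and total cytoplasm GFP at most 10,000,000; inconclusive = under 30 cells or total GFP of 10,000,000 plus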
GPR55 activation = selective activators of receptor GPR55 – imaging, U2OS cells, beta-arrestin-GFP redistribution, primary screen (AID 1961); U2OS GPR55 beta-arrestin-GFP redistribution imaging; higher % means a stronger effect; activation, % at 10 µM; hits with a dose series show EC50 in µM; actives 0.048% (n = 290,000);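 active = activation above 40% with more than 50 cells counted in the well; inconclusive = wells holding fewer than 50 cells, flagged as toxic or sparse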;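 also: U2OS osteosarcoma cells stably expressing GPR55 and beta-arrestin-GFP; plate controls were DMSO negative control for no effect and LPI positive control for full effect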
NTR1 agonist cell count 20 µM = further read-out of NTR1 agonist, marked with its call; cell count; measured here: cell count, cytotoxicity flag
Dengue-2 NS5 capping pilot replicate = also measured in Dengue-2 NS5 capping; calls as there; inhibition, %; measured here: pilot screen replicate inhibition
* hit, by the source's call; i = inactive; ? = inconclusive; . = not tested or not shown.

SMILES | GPR55 LPI antagonism | Rac1 GTP hydrolysis | NTR1 agonist | NTR1 agonist cell count 20 µM | Dengue-2 NS5 capping | Large T inhibition | Yfh1-off respiration | AID2073 | GPR35 arrestin U2OS | GPR55 activation | others
COC(=O)c1ccc(C2C(C(=O)c3cc4ccccc4o3)=C(O)C(=O)N2CCN2CCOCC2)cc1 (stereo not drawn) | 26% | 12% | 1.0 | 76 | -1% | 12% | . | 12% | -18% | 0.2%
O=C(N/N=C/c1cccs1)c1ccc2nc[nH]c2c1 | 11% | 9% | 0.0 | 22 | -8% | 5% | i | -1% | 14% | 0.1%
Cc1c(OC(C)C(=O)O)ccc2c3c(c(=O)oc12)CCCC3 (stereo not drawn) | 2% | 7% | 0.2 | 56 | 1% | 11% | . | 10% | -4% | 0.0%
CCOC(=O)Cc1cc(-c2ccccc2)nc2ccc3ccccc3c12 | 2% | 8% | 2.7 | 50 | -11% | 8% | . | -1% | 9% | -0.1%
CCOc1ccc(C2N(c3ccc(Cl)cc3)C(=O)C3CCCN32)cc1OC (stereo not drawn) | -1% | -2% | 2.0 | 69 | -12% | 4% | i | 3% | -4% | -0.2%
Cc1cc(C(C)(C)C)c(O)c(C(C)(C)C)c1 | -11% | -9% | 0.5 | 53 | -9% | 2% | i | -6% | -11% | -0.3%
O=C(Nc1ccc(F)cc1F)c1ccc(COc2c(F)c(F)cc(F)c2F)o1 | 3% | 0% | 2.7 | 58 | 1% | 13% | i | 6% | 0% | -0.1%
COc1ccc(C2CC(c3ccccc3)=NN2c2ccc(C(N)=O)cc2)cc1 (stereo not drawn) | 46% | 4% | 41* | 62* | -5% | 5% | . | 41% | -37% | -0.2%
Cc1nc2cc(OCc3cc(C(=O)NC(C)c4cn(C)nc4C)no3)ccc2s1 (stereo not drawn) | 18% | 7% | 1.4 | 62 | 5% | 4% | . | 6% | -13% | -0.1%
COc1ccc(NS(=O)(=O)c2ccc3oc(SCC(N)=O)nc3c2)cc1 | -12% | 6% | 24 | 37 | -13% | 16% | . | 8% | 5% | -0.2%
CN(CC(=O)Nc1ccc(N2CCOCC2)cc1)C(=O)CCc1cc(C(C)(C)C)c(O)c(C(C)(C)C)c1 | . | 7% | 1.5 | 58 | -4% | 6% | . | . | . | .
COc1ccc(S(=O)(=O)N2CCC(C(=O)N3CCN(C)CC3)CC2)cc1Cl | -4% | 0% | 0.2 | 47 | 15% | 10% | . | 6% | 7% | -0.2%
CCCN1CCc2c(sc(NC(=O)Cc3ccc(F)cc3)c2C(N)=O)C1 | 16% | 4% | -0.6 | 49 | -5% | 16% | . | 19% | -3% | -0.1%
CN(C)C(CN1C(=O)C2CC=CCC2C1=O)c1cn(C)c2ccccc12 (stereo not drawn) | 8% | 10% | -0.4 | 35 | 9% | 13% | i | 1% | -8% | 0.5%
CC(C)(C)Nc1nc2ccc([N+](=O)[O-])cc2o1 | -1% | 7% | -1.5 | 47 | -4% | 6% | i | -5% | -8% | 0.0%
CC(C)(C)C(=O)Nc1nnc(SCC(=O)NC2CC2)s1 | 13% | 5% | 0.4 | 47 | 4% | 3% | . | 4% | 11% | 0.0%
CCOC(=O)c1ccc(NC(=O)c2nn(C)cc2Br)cc1 | -6% | 3% | -6.0 | 90 | -12% | 7% | i | 13% | 10% | -0.3%
O=C(O)c1ccc(CSc2nnc(-c3ccco3)n2-c2ccccc2)cc1 | 1% | 10% | 1.0 | 36 | 1% | 12% | i | -7% | -2% | 0.2%
Cc1[nH]c2ccccc2c1C1=NNC(=Nc2ccc(F)cc2)SC1 | 16% | 12% | -0.4 | 80 | -1% | 1% | i | -38% | -3% | -0.1%
COc1ccc(-c2noc(-c3cc(Cl)ccc3Cl)n2)cc1OC | 10% | . | . | . | . | 8% | i | 12% | -4% | 1.0%
CC1(NC(=O)Nc2cccc3ccccc23)CCS(=O)(=O)C1 (stereo not drawn) | -11% | 2% | 0.8 | 39 | 0% | 8% | . | 17% | -7% | 0.2%
CCOC(=O)CC(NC(=O)Cc1ccc(F)cc1)c1ccccc1Cl (stereo not drawn) | 7% | 4% | 1.9 | 50 | 4% | 3% | i | 2% | 5% | -0.3%
CCc1ccc(NS(=O)(=O)c2ccc3c(c2)CCN3C(=O)CCC(=O)O)cc1 | 8% | 4% | 2.4 | 74 | -6% | 2% | . | -3% | -1% | 0.2%
O=S(=O)(c1ccccc1)N1CCCN(S(=O)(=O)c2ccccc2)CC1 | 0% | 4% | 2.1 | 93 | -8% | -4% | . | 16% | 4% | 0.3%
COc1ccccc1N1CCN(C2CCCN(S(=O)(=O)c3cccc(Cl)c3)C2)CC1 (stereo not drawn) | 12% | 9% | 1.9 | 53 | -10% | 16% | . | 8% | 4% | 0.6%
CN(CCCNC(=O)C1CCN(S(=O)(=O)N2CCC3(CC2)OCCO3)CC1)Cc1ccccc1 | 5% | 8% | 0.4 | 36 | -3% | -5% | i | -6% | 13% | 0.2%
CSc1nc2ccc(S(N)(=O)=O)cc2s1 | 1% | 0% | -0.3 | 74 | -7% | -4% | i | 6% | -6% | 0.1%
O=C(CN(c1ccccc1)S(=O)(=O)c1ccc(F)cc1)N1CCCCCC1 | -12% | 10% | 0.3 | 57 | -2% | 2% | i | -6% | -6% | -0.1%
CCOC(=O)Cn1nc(C)n(-c2c(C)cccc2C)c1=O | 5% | 1% | 0.6 | 41 | -8% | 11% | i | -9% | -1% | 0.1%
CN(CCCC1CCCC1)C(=O)CCc1nnc(-c2ccccc2)o1 | 9% | 7% | -0.4 | 44 | -6% | 4% | i | 22% | 4% | -0.1%
CCSc1nc(N)c2c(C)c(C)sc2n1 | 0% | 6% | 0.3 | 92 | -4% | 5% | i | 0% | 8% | 0.6%
CCOC(=O)c1c(NC(C)=O)sc2c1C1CCN2CC1 | . | 6% | 5.7 | 57 | 9% | . | i | . | . | .
COc1ccc(C(c2c(C)[nH]n(-c3ccccc3)c2=O)c2c(C)[nH]n(-c3ccccc3)c2=O)cc1OC | 11% | ? | 0.0 | 70 | 36µM* | 18% | i | 3% | -15% | -0.2%
COc1cccc(-c2nnc(NC(=O)c3ccccc3Br)o2)c1 | 7% | 12% | -0.3 | 57 | -1% | . | i | 13% | -12% | -0.1%
CCc1nnc(NC(=O)c2cc(-c3ccco3)nc3ccccc23)s1 | 10% | 15% | 4.0 | 55 | -2% | 8% | i | 57% | 0% | 0.5%
CCc1c(C)nc2c(-c3ccccc3)c[nH]n2c1=O | 1% | 6% | 1.4 | 62 | -5% | 15% | . | 16% | 0% | 0.3% | Dengue-2 NS5 capping pilot replicate=-2.8
Cc1ccc(/C=N/N2C(=S)SC(C)(C)C2N(O)C(=O)Nc2ccc([N+](=O)[O-])cc2)cc1 (stereo not drawn) | -19% | 4% | 19 | 50 | 3% | -3% | i | -6% | 12% | -0.1%
O=C(CSCc1ccccc1)NCCc1ccc(F)cc1 | -12% | 4% | 2.2 | 64 | -1% | 6% | . | -9% | -1% | -0.2%
OCCN1CCOCCOCCN(CCO)CCN(CCO)CC1 | 5% | 3% | -0.5 | 94 | -5% | 3% | i | -4% | 8% | -0.1%
O=C(NCC1COc2ccccc2O1)c1cn(Cc2ccc(F)cc2)nn1 (stereo not drawn) | 14% | 5% | 1.7 | 64 | -3% | 9% | i | -5% | 11% | -0.2%
Cc1ccccc1Oc1ccc(S(=O)(=O)NCCC(=O)O)cc1 | 6% | 7% | -2.0 | 90 | -1% | 0% | i | 17% | 5% | -0.1%
COc1ccc(OCc2cccc(C(=O)NN)c2)cc1 | 4% | 6% | 2.7 | 38 | -7% | 8% | i | 12% | 5% | -0.2%
Cc1cc(NS(=O)(=O)c2ccc(NC(=O)c3ccc(Cl)cc3[N+](=O)[O-])cc2)no1 | 5% | 10% | 0.7 | 61 | 3% | 11% | . | 12% | -14% | 0.2%
O=C(CCC(=O)N1CCN(C2CCCC2)CC1)Nc1nnc(C(F)(F)F)s1 | 2% | 14% | 0.2 | 33 | 1% | 15% | i | 12% | -1% | -0.1%
C=CCOc1ccc(Br)cc1CNCC | 23% | -15% | -1.7 | 56 | 0% | 7% | i | 1% | -7% | -0.1%
CCOc1ccccc1C(=O)Nc1nnc(SCC(=O)N2CCOCC2)s1 | -3% | 6% | 2.2 | 75 | -3% | -4% | i | -14% | 3% | -0.3%
O=C(O/N=C(\c1ccccc1)c1ccncc1)c1ccccc1F | 15% | 12% | 5.2 | 53 | 2% | 21% | i | -8% | -2% | -0.1%
O=C(NCc1ccccn1)Nc1ccc2c(c1)OCO2 | -1% | 4% | -0.7 | 80 | 3% | 8% | i | -9% | 9% | -0.1% | Dengue-2 NS5 capping pilot replicate=2.7
COc1ccc(S(=O)(=O)N2CCCC2C(=O)Nc2ccc(C)cc2)cc1 (stereo not drawn) | -3% | 2% | -2.0 | 74 | 6% | 12% | i | 8% | 3% | -0.1%
CCOc1ccccc1/C=N/NC(=O)Cc1csc(Nc2cccc(C(F)(F)F)c2)n1 | 5% | 14% | 1.9 | 32 | -4% | 4% | i | 10% | 20% | -0.1%
COc1cccc(-c2nc(SC)nc3sc(C(=O)NC(C)(C)C)c(N)c23)c1 | . | 4% | -0.2 | 51 | -8% | 21% | i | . | . | .
Cc1cc(C)c(NC(=O)CNC(=O)c2ccc(-n3cncn3)c([N+](=O)[O-])c2)c(C)c1 | . | 7% | -0.5 | 58 | -2% | 2% | . | . | . | .
CC1CCCN(c2oc(-c3cccc4ccccc34)nc2C#N)C1 (stereo not drawn) | 7% | 1% | 0.7 | 71 | 1% | 1% | i | 5% | 17% | -0.4%
CC(C)OC(=O)c1nnn(-c2nonc2N)c1CN1CCc2ccccc2C1 | 21% | 4% | . | . | 1% | 8% | i | 0% | 12% | -0.3%
NNC(=O)c1oc2ccccc2c1-n1cccc1 | 1% | 6% | 0.7 | 62 | -2% | 4% | i | 0% | 1% | -0.3%
CCOC(=O)c1c(C)[nH]c(C(=O)OCC(=O)c2ccc3c(c2)NC(=O)CO3)c1C | . | 4% | 2.7 | 59 | 3% | 12% | . | . | . | .

Screens from PubChem.
